MLLE-PAM2 inh – inhibitors of microRNA-mediated deadenylation, human PABP1 MLLE binding. GST-MLLE / FITC-PAM2 fluorescence polarization. inhibition, % at 20 µM. 0.36% of 360,000 active. AID 588489; in the data active means inhibition above about 35%, passing the limit was not always enough;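 further: plate controls were DMSO wells with GST-MLLE for no effect and wells lacking GST-MLLE protein for full effect; some results filed as inactive read as strong as hits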
SKN-1 block – blocks SKN-1 activity in C. elegans; inhibition, % at 21.8 µM; C. elegans VP596 Pgst-4::GFP/RFP ratio, acrylamide-induced, 24 h; 0.49% of 360,000 active;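 active means interference check ratio from 0.5 to 1.5 plus GFP to RFP signal ratio inhibition reaching or exceeding a fixed threshold, cut at about 30% in these data, passing the limit was not always enough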; further: some compounds called inactive have numbers as strong as hits
NRP1-CendR mod – alters CendR peptide binding to human NRP-1 | 0.85% of 360,000 active | O14786 | FAM-RPARPAR peptide binding to NRP-1, fluorescence polarization | inhibition, % at 25 µM | AID 602438;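 active means inhibition or corrected inhibition above about 18%, plus a signal ratio from 0.5 to 1.5, limit read from the data, passing the limit was not always enough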; further: strong numbers were not always called active
Target sequence (O14786 whole entry, looked up): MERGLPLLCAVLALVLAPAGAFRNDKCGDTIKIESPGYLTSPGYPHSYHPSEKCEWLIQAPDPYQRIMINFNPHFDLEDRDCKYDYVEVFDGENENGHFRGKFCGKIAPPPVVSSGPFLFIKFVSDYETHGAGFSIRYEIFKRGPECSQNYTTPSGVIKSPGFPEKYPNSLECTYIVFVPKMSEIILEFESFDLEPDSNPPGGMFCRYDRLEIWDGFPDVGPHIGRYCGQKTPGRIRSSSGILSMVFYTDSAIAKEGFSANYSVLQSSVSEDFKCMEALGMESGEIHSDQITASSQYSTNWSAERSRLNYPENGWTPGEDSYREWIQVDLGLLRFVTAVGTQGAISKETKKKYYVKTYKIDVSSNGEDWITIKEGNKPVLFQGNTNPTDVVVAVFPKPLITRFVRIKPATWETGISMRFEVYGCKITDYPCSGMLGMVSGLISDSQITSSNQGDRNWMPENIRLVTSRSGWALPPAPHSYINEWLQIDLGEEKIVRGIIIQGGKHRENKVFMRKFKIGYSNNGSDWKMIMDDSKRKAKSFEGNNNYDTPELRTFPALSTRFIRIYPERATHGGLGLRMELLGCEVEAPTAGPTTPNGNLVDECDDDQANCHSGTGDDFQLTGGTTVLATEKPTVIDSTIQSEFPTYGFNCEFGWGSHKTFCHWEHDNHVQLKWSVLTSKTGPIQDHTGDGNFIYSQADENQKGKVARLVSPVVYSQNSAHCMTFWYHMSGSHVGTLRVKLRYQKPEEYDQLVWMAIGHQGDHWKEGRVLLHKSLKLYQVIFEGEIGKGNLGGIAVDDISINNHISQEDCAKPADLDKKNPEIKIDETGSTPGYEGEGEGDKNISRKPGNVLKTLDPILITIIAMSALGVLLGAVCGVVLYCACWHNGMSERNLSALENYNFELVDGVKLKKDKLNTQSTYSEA
MT1-MMP act inh – inhibitors of human MT1-MMP activation; GFP/RFP ratio change, % at 20 µM; P50281; 0.061% of 360,000 active; HT1080 RFP-PRO-GFP cells, GFP/RFP ratio fluorescence, overnight; percent of plate control window, DMSO zero;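 active means GFP/RFP ratio change of at least 30% with cell ATP level not reduced by more than half and red fluorescence within 50% of control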; further: strong numbers were not always called active
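Material: RFP-PRO-GFP reporter HT1080 cells. Dosing: single-point 20 µM compound, 1% DMSO. Controls: DMSO and RFP-L50D-GFP cell wells. Timing: cells overnight before dosing, compound overnight, 37 °C, 5% CO2. Measure: GFP/RFP fluorescence ratio.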
Tb MetRS inh – blocks T. brucei methionyl-tRNA synthetase activity; purified T. brucei MetRS, ATP depletion, Kinase-Glo luminescence; inhibition, % at 11.9 µM; 0.4% of 360,000 active; AID 624268;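 active means inhibition above a per-plate cutoff of the control wells' mean inhibition plus 3 SD, cut at about 5.5% in these data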;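 further: 0% = DMSO wells median and 100% = median of wells with control inhibitor compound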
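Assay system: T. brucei methionyl-tRNA synthetase, purified | Medium: HEPES buffer with MgCl2, KCl, DTT, spermine, BSA, pyrophosphatase | Compound: 11.9 µM single point | Incubation: 15 min enzyme-compound preincubation, 2 h reaction, 10 min detection, 25 °C | Measured by: Kinase-Glo luciferase luminescence reporting remaining unconsumed ATP | Measure: % inhibition normalized to control-well medians | Replication: Singlicate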
MsrA inh – bovine MsrA inhibition | purified bovine MsrA, absorbance read-out | inhibition, % at 15.5 µM | 0.75% of 360,000 active; in the data active means inhibition above about 4.5%;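 further: 0% = vehicle wells with enzyme and 100% = reference inhibitor wells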
bovine MsrA act – bovine methionine sulfoxide reductase A activation. AID 602163. 0.3% of 360,000 active. activation, % at 10.6 µM. purified bovine MsrA, absorbance read-out; in the data active means activation above about 7.5%;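 further: 0% = vehicle and 100% = reference activator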
eLon inh – E. coli protease La inhibition | P0A9M0 | purified E. coli Lon protease, fluorescence polarization | inhibition, % at 7.94 µM | 0.42% of 360,000 active | AID 602123; in the data active means inhibition above about 13%, passing the limit was not always enough;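 further: 0% = enzyme with probe and DMSO and 100% = no enzyme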
FAS-TE inh – blocks the thioesterase domain of human fatty acid synthase. 0.67% of 360,000 active. inhibition, % at 15 µM. AID 602261. recombinant FAS-TE, OMFH fluorogenic substrate, fluorescence endpoint;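 active means compounds whose normalised, plate-corrected inhibition of enzyme fluorescence in the single-dose primary screen is 50% or more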;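 further: 0% = DMSO with enzyme and 100% = substrate without enzyme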
Starred values were filed as active, the others as inactive; · = not tested or not shown. Rows were taken by chance; any-hit rate near 4%.

SMILES | MLLE-PAM2 inh | SKN-1 block | NRP1-CendR mod | MT1-MMP act inh | Tb MetRS inh | MsrA inh | bovine MsrA act | eLon inh | FAS-TE inh
COc1ccc2[nH]c(=O)c(CN(Cc3nnnn3Cc3ccco3)C3CCCCC3)cc2c1 | 9.4 | 2.7 | -96.4 | -8.6 | -0.6 | -0.1 | -6.1 | -10.6 | -5.9
Cc1nn(Cc2c(F)c(F)c(F)c(F)c2F)c(C)c1NC(=O)c1nn(C)cc1Br | 13.3 | 18.3 | 6.9 | 1.0 | -0.1 | 0.5 | 0.0 | -9.2 | -1.8
CC1CC(C)CN(CC(=O)c2cccs2)C1 (stereo not given) | -6.5 | -11.0 | 11.0 | 1.6 | -0.4 | -0.8 | -2.9 | 0.5 | -1.8
O=C(Cn1nc(-c2ccc(Cl)cc2)ccc1=O)NCC1COCCO1 (stereo not given) | 4.4 | -5.4 | 2.5 | -1.1 | -0.1 | 0.5 | -2.3 | -0.3 | -1.7
C=CCn1c(SCc2csc(C)n2)nc2sc3c(c2c1=O)CCCC3 | -6.3 | 14.6 | -5.7 | 1.5 | -0.1 | -0.1 | -2.1 | -0.6 | 22.5
CC(=O)Nc1cc2ccc(OC(C)=O)cc2oc1=O | -6.6 | 3.9 | 0.3 | 0.7 | 0.0 | 0.9 | -1.5 | 3.3 | -3.2
O=C1C=CC(=O)N1 | 24.3 | 14.8 | 10.9 | -0.5 | -0.9 | 0.4 | -6.4 | 1.1 | -3.6
Cc1cc(C)c(C#N)c(Nc2ccc(F)cc2)n1 | -2.2 | 14.6 | -3.4 | -2.8 | -0.1 | 0.1 | -3.4 | -4.7 | 2.4
O=C(COc1c(Br)cc(Br)c2cccnc12)N1CCCCC1 | -5.3 | 17.2 | 1.4 | 1.1 | -0.1 | -1.1 | -1.6 | -24.6 | 1.7
Cc1ccccc1NC(=O)C(C)n1c2ccccc2c2nc(=O)cc(C)n21 (stereo not given) | -3.3 | 1.4 | -6.0 | 6.6 | -1.6 | -0.1 | -10.3 | -1.3 | -7.0
O=C(COC(=O)/C=C/c1ccc(Cl)c(Cl)c1)NC1CCCC1 | 0.6 | -10.4 | -14.2 | 2.9 | -0.2 | 0.6 | 1.1 | -9.0 | -3.7
Cc1nc(C(F)(F)F)c(C(=O)NC(=O)Nc2ccc(OC(F)(F)F)cc2)s1 | 4.1 | -1.1 | -14.3 | 2.7 | -0.5 | -0.6 | -0.5 | 2.0 | 8.1
CCCN(CC1CC1)C(=S)Nc1ccc(Oc2ccccc2)cc1 | -76.1 | -10.0 | 1.0 | 2.0 | -0.5 | -0.6 | -1.7 | -4.7 | 30.7
Cc1ccccc1OCCNC(=O)/C=C/c1ccccc1 | -6.6 | -8.7 | 11.7 | 3.4 | -0.5 | 1.8 | -1.3 | 1.6 | 7.7
Cc1cccc(C)c1NC(=O)CN1CCC(Cc2ccccc2)CC1 | 2.8 | 6.6 | -6.8 | 6.2 | -0.1 | -1.4 | -1.1 | -3.1 | -2.4
O=C(NCCc1ccc(Cl)cc1)c1cc(=O)[nH]c2ccccc12 | -5.5 | -7.1 | -3.2 | 3.1 | -1.1 | -0.6 | -7.4 | 9.8 | -10.0
CCC1S/C(=N/C(=O)NC2CCCCC2)NC1=O (stereo not given) | 5.8 | -5.0 | 0.1 | 2.9 | -2.3 | 1.6 | -8.5 | -0.3 | -8.4
Cc1cc(S(=O)(=O)Nc2ccc(C(=O)N3CC(C)OC(C)C3)cc2)ccc1F (stereo not given) | 7.9 | 16.0 | 1.4 | -4.7 | -0.4 | -0.4 | 0.9 | 7.2 | -5.8
O=C(Nc1ccc(-c2nc3c(ccc4ccccc43)o2)cc1)c1ccco1 | -9.2 | 9.4 | -10.5 | 6.7 | -1.3 | -0.1 | -12.4 | -1.2 | 3.5
O=C(COC(=O)/C=C/c1ccc2c(c1)OCO2)NCc1ccc(F)cc1 | 5.9 | 8.8 | -15.9 | 3.5 | 0.0 | 1.3 | -2.0 | 6.3 | -4.7
CCN1CCN(CCCNC(=O)C2c3ccccc3C(=O)N(C)C2c2ccc(OC)cc2)CC1 (stereo not given) | -0.8 | 13.2 | 2.6 | 3.0 | 0.8 | 0.6 | -2.9 | 0.8 | -6.0
COc1cc2nc(C3CCC3)n(NC(=O)C3CCC(OC)CC3)c(=O)c2cc1OC (stereo not given) | 1.2 | 12.3 | -2.0 | 10.0 | 0.3 | -0.4 | -2.1 | -4.5 | -4.5
COc1ccccc1CCC(=O)N1CCC(n2nccc2NC(=O)CC(C)C)CC1 | 12.0 | -37.1 | 5.0 | -1.4 | -0.2 | 0.9 | -3.6 | -4.5 | -0.7
CCN(c1ccccc1)S(=O)(=O)c1cc(C(=O)Nc2cccc(Cl)c2)ccc1F | -0.6 | 10.9 | -13.4 | -10.8 | 0.3 | 2.6 | -5.7 | -2.4 | 37.3
CCCCCC/C=C/c1ccc(OC)c([C@H]2[C@H]3C=CC[C@@H](C)[C@@H]3C(=O)N2Cc2ccccc2)c1 | -1.4 | 1.6 | 2.6 | -8.9 | -0.4 | 0.9 | -7.4 | -9.4 | 22.1
COC(=O)Cn1c(C)nc([N+](=O)[O-])c1Br | 0.8 | -6.5 | -1.4 | -0.4 | 0.4 | 1.5 | -3.2 | -8.7 | -2.7
COc1ccccc1NC(=S)NNC(=O)c1nn(C)c(C)c1Br | 12.8 | -1.6 | -12.0 | 0.4 | -1.2 | 1.0 | -9.7 | -5.4 | -14.3
CC(=O)Nc1cc2c(cc1[N+](=O)[O-])-c1ccccc1C2O (stereo not given) | 23.9 | 0.8 | 10.7 | 9.2 | -0.2 | · | -0.7 | -1.6 | -5.4
COc1ccc(NC(=O)C[C@H]2C(=O)N(c3ccc(Br)cc3)C[C@@H]2c2ccc(OC)cc2)cc1 | 3.9 | 9.8 | -9.9 | -4.8 | -0.4 | -0.1 | -1.3 | -8.8 | 11.5
Cc1ccc(CNC(=O)C(=O)NCCC2=CCCCC2)cc1 | 17.7 | -6.6 | 5.7 | 2.8 | 0.8 | -0.8 | -2.5 | -8.9 | -0.6
CC(c1ccccc1)c1nnc(NC(=O)Nc2ccccc2F)s1 (stereo not given) | 2.0 | 0.9 | 4.6 | 0.3 | 4.5 | 0.0 | -1.8 | -8.2 | 4.5
COCCCN1CN=C(NS(=O)(=O)c2ccc(C)cc2)NC1 | -2.3 | -22.2 | -0.6 | -0.8 | -1.2 | 1.7 | -12.4 | -0.4 | 1.6
COc1ccc(/C=C/C(=O)OCC(=O)N2CCc3ccccc32)cc1 | -3.3 | 7.3 | 10.7 | 3.8 | -0.4 | 0.4 | -2.9 | -3.9 | -2.0
CCOC(=O)c1c(S(=O)(=O)N(C)Cc2ccco2)c(C)n(C)c1C | -0.4 | 15.1 | -0.2 | -1.9 | -1.0 | 1.3 | -8.1 | 7.5 | -2.5
CCOC(=O)c1cnn2cc(-c3[nH]ncc3[N+](=O)[O-])cnc12 | -9.8 | -9.8 | -13.3 | 0.0 | -0.2 | 0.3 | -3.0 | 3.3 | -44.0
COc1ccc(CN2CCn3nc(C(=O)NC4CC4)cc3C2=O)cc1 | -6.7 | -6.3 | 9.0 | -2.0 | -0.4 | -0.7 | -12.1 | -2.6 | -3.8
O=C(Nc1ccnn1C1CCN(Cc2ccc(OC(F)F)cc2)CC1)C1CCCC1 | -17.0 | -5.4 | -2.1 | 4.7 | -0.6 | 0.6 | -1.9 | 4.1 | 1.5
OCCN1CCN(c2ncnc3c2ncn3[C@H]2CN(Cc3ccccc3)C[C@@H](CO)O2)CC1 | -0.6 | -8.8 | -5.2 | -4.0 | -0.1 | -0.3 | 1.1 | -6.1 | -7.5
O=C(OCCN1C(=O)c2ccccc2C1=O)c1cc(S(=O)(=O)N2CCOCC2)ccc1Cl | 0.9 | -12.7 | -1.1 | 4.9 | 0.6 | -1.2 | -2.1 | 7.8 | 1.8
O=C(NCCC1=CCCCC1)c1ccc(=O)oc1 | 23.0 | -20.4 | 51.2* | -11.1 | -1.0 | 6.9* | -18.2 | -6.4 | -9.1

Reformatted: results already given.
SMILES,MLLE-PAM2 inh,SKN-1 block,NRP1-CendR mod,MT1-MMP act inh,Tb MetRS inh,MsrA inh,bovine MsrA act,eLon inh,FAS-TE inh
COc1ccc(CN2CCn3nc(C(=O)NC4CC4)cc3C2=O)cc1,-6.7,-6.3,9.0,-2.0,-0.4,-0.7,-12.1,-2.6,-3.8
CCOC(=O)c1cnn2cc(-c3[nH]ncc3[N+](=O)[O-])cnc12,-9.8,-9.8,-13.3,0.0,-0.2,0.3,-3.0,3.3,-44.0

Remaining list, next part
SMILES | MLLE-PAM2 inh | SKN-1 block | NRP1-CendR mod | MT1-MMP act inh | Tb MetRS inh | MsrA inh | bovine MsrA act | eLon inh | FAS-TE inh
CC(=O)NC(CC(=O)NNC(=O)C(C)Oc1ccccc1F)c1ccccc1 (stereo not given) | -6.8 | -6.8 | -2.3 | -2.3 | -0.1 | 0.5 | -2.0 | -0.3 | -5.6
CCCCCCCCN1C(=O)[C@H](CC(=O)NCCCOCCCC)C[C@@]2(C(=O)OC)CCCCC=C12 | · | -3.6 | 16.8 | -4.0 | -1.1 | 0.1 | -0.3 | 2.2 | 12.4
C=CCN1c2ccccc2[C@]23C[C@@H](C(=O)OC)N=C2NC(C(=O)OC)=C(C(=O)OC)[C@H]13 | 5.6 | 8.5 | 33.0* | -7.3 | 0.1 | 0.8 | -0.4 | -12.7 | -17.3
O=C(NC(=S)Nc1ccc(N2CCOCC2)c(Cl)c1)c1cccs1 | 29.3 | 9.0 | 4.3 | 4.6 | -0.2 | 0.1 | -2.9 | 4.8 | 10.1
COc1cc([N+](=O)[O-])ccc1NC(=S)NC(=O)CC(C)(C)C | 14.2 | 23.2 | 12.3 | -7.2 | -0.5 | -0.1 | -1.5 | 0.9 | 8.9
COc1ccccc1N(C)S(=O)(=O)c1ccc(C)c(C(=O)Nc2nccs2)c1 | 2.6 | -6.5 | 4.4 | -7.2 | -0.3 | -1.0 | 6.0 | -3.2 | 1.9
CC(=O)c1c(C(C)=O)c(C)n(-c2nc(-c3cccs3)c(C)s2)c1C | -1.2 | 11.5 | -9.9 | 3.9 | -0.5 | 0.7 | -6.4 | 2.3 | -1.3
O=C(COC(=O)CN1C(=O)c2ccccc2C1=O)NC1CCCCC1 | -0.3 | 13.2 | 4.9 | 0.1 | 0.2 | -1.9 | -1.2 | -15.7 | -6.8
CCc1ccc(-c2nc(SCC(=O)c3c(N)n(C4CC4)c(=O)[nH]c3=O)n[nH]2)cc1 | -71.8 | 0.8 | 8.0 | 3.8 | -0.4 | 0.6 | -0.9 | 3.0 | -0.4
COC(=O)Nc1cc(C(F)(F)F)ccc1N1CCN(c2ccccc2)CC1 | 11.6 | 0.5 | 10.9 | 1.3 | 0.7 | -0.8 | -0.1 | -6.2 | 30.0
O=C(CN1C(=O)NC2(CCCC2)C1=O)Nc1cc(Cl)ccc1N1CCCC1 | -2.7 | -0.7 | -1.0 | 5.1 | 0.1 | -0.3 | -9.6 | 9.7 | -2.9
CC1CCCN(CCCNC(=O)c2ccc(CS(=O)(=O)Cc3cccc(Cl)c3)o2)C1 (stereo not given) | -9.5 | -3.0 | 16.7 | 1.0 | -0.5 | -1.7 | -3.5 | 13.6 | -3.6

Source: PubChem
